LYP phosphatase: inhibitors of LYP phosphatase, biochemical, fluorescence intensity, uHTS (AID 1779); Tyrosine-protein phosphatase non-receptor type 22 (Homo sapiens); recombinant LYP phosphatase, fluorescence intensity; higher % means a stronger effect; inhibition, % at 11.5 µM; hits with a dose series show IC50 in µM; hit rate 0.054% among 290,000; in the data active means inhibition above about 50%;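 further: plate controls were vehicle with enzyme for no effect and no enzyme for full effect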
HIV fusion peptide: inhibitors of HIV fusion peptide binding, primary screen, biochemical, uHTS, fluorescence dequenching (AID 1986); cell-free peptide binding, fluorescence dequenching, 30 min; higher % means a stronger effect; inhibition, % at 20 µM; hits with a dose series show IC50 in µM; hit rate 0.3% among 290,000; in the data active means inhibition mostly above about 52%, no sharp cut-off; inactive means mostly below about 76%; further: some results filed as inactive read as strong as hits
XIAP antagonists: XIAP antagonists, biochemical, IAP family, fluorescence polarization (AID 1018) | displacement, % at 20 µM; hits with a dose series show IC50 in µM | hit rate 0.007% among 200,000 | XIAP BIR domain, fluorescence polarization peptide displacement; higher % means a stronger effect; in the data active means displacement above about 50%; further: a part of the inactive calls stands beside numbers as strong as those of hits
AID2073: inhibitors of Mint1-CaV2.2 protein interaction, biochemical, HTRF (AID 2073). one-dose inhibition, % at 20 µM; IC50 in µM for titrated hits. HTRF protein-protein interaction, Mint1-CaV2.2; higher % means a stronger effect. Voltage-dependent N-type calcium channel subunit alpha-1B (Homo sapiens). hit rate 0.19% among 290,000; in the data active means inhibition mostly above about 51%, no sharp cut-off; inconclusive means no clear call, values can overlap the other calls; inactive means mostly below about 53%; further: some results filed as inactive read as strong as hits
NS5 inhibitors: Dengue-2 NS5 methyltransferase inhibitors, primary screen, biochemical, confirmation dose response (AID 588689) | one-dose inhibition, % at 25 µM; IC50 in µM for titrated hits | Dengue-2 NS5 methyltransferase capping enzyme assay, biochemical; higher % means a stronger effect | hit rate 0.3% among 340,000; in the data active means a potency from the dose series; inconclusive means inhibition above about 29% without an active follow-up result
Siah-1 displacement: Siah-1 peptide-binding antagonists, primary screen, biochemical, fluorescence polarization, rhodamine-plectin, uHTS (AID 1817); E3 ubiquitin-protein ligase SIAH1 (Homo sapiens); Siah-1 / rhodamine-plectin peptide fluorescence polarization; higher % means a stronger effect; one-dose displacement, % at 20 µM; IC50 in µM for titrated hits; hit rate 0.02% among 290,000;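 active means displacement of at least 50% at 20 µM, with a fluorescence ratio check between 0.3 and a set limit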;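 further: plate controls were Siah plus tracer with DMSO for no effect and tracer alone without Siah for full effect; strong numbers were not always called active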
MgcRacGAP inhibition: MgcRacGAP GTPase-activating activity inhibitors, confirmation, biochemical, ADP Hunter fluorescence | hit rate 0.6% among 340,000 | Rac GTPase-activating protein 1 (Homo sapiens) | MgcRacGAP-stimulated Rac1 GTP hydrolysis, ADP Hunter fluorescence; higher % means a stronger effect; GST-tagged Rac1 F28L mutant substrate | one-dose inhibition, % at 30 µM; IC50 in µM for titrated hits;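 active means first-screen hits whose inhibition reached a set limit at any dose in the follow-up dose series; inconclusive means inhibition above the set first-screen limit but never retested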;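 further: fluorescence reports GDP produced by GAP-driven GTP hydrolysis; strong numbers were not always called active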
RSV CPE inhibition: RSV antiviral activity via CPE protection, HEp-2 cells, primary 10 µM value included (AID 2391); HEp-2 cells, RSV-induced CPE inhibition; higher % means a stronger effect; CPE inhibition, % at 10 µM, or IC50 in µM where a hit was titrated; hit rate 0.13% among 310,000; in the data active means a potency from the dose series; inconclusive means CPE inhibition mostly from about 23% at the one dose, without a potency; inactive means the rest, 99 in 100 with CPE inhibition below about 21%; further: strong numbers were not always called active
Large T inhibition: SV40 large T antigen inhibitors, biochemical (AID 1903). SV40 large T antigen ATPase/helicase inhibition assay; higher % means a stronger effect. inhibition, % at 20 µM, or IC50 in µM where a hit was titrated. hit rate 0.39% among 310,000; in the data active means a potency from the dose series; inconclusive means inhibition mostly from about 32% at the one dose, without a potency; inactive means the rest, 99 in 100 with inhibition below about 32%; further: strong numbers were not always called active
NS5 inhibitors pilot replicate: further read-out of NS5 inhibitors, marked with its call; inhibition, %; measured here: pilot screen replicate inhibition
Starred values were filed as active, the others as inactive; ? = inconclusive; / = no result given.

SMILES	LYP phosphatase	HIV fusion peptide	XIAP antagonists	AID2073	NS5 inhibitors	Siah-1 displacement	MgcRacGAP inhibition	RSV CPE inhibition	Large T inhibition	others
CCOC(=O)/C(N=Nc1c(Br)cc(Br)cc1Br)=C(\C)O	-8.5%	-1.4%	-2.4%	-17.5%	-1.6%	4.6%	3.6%	-0.4%	7.5%
O=C(CNC(=O)c1ccc(Cl)cc1)c1ccc(Br)cc1	4.7%	0.4%	/	-5.4%	-2.0%	1.5%	11.4%	6.5%	4.2%
COc1ccc([N+](=O)[O-])cc1NC(=O)COC(=O)Cc1cc(OC)c(OC)c(OC)c1	-4.6%	-3.5%	-3.2%	5.1%	-4.4%	-6.3%	14.1%	0.3%	-0.1%
CC(=O)Nc1nc2ccccc2n1CCOc1ccccc1Cl	1.7%	-1.4%	-3.0%	1.0%	-3.2%	9.3%	-3.6%	-0.6%	5.9%
O=C(CCCN1C(=O)/C(=C/c2cccc(Br)c2)SC1=S)NCCCN1CCOCC1	-6.6%	-3.4%	/	-4.2%	0.7%	-3.7%	1.9%	?	6.7%
CCN(CC)CCn1c2ccccc2c2cnc(N)c(C#N)c21	-13.6%	-1.1%	-12.6%	22.1%	-3.5%	3.1%	4.4%	2.2%	8.2%
O=C(NNC(=O)c1ccccc1[N+](=O)[O-])Nc1ccc(Cl)cc1	-9.3%	60.0%	0.1%	-6.3%	-2.2%	4.5%	11.1%	-0.4%	15.7%
CN(C)C(CNC(=O)CCC(=O)c1ccc(Br)cc1)c1ccccc1 (configuration not stated)	-7.0%	0.2%	/	7.6%	2.0%	-1.1%	12.2%	0.5%	6.6%
Cc1ccccc1OCCN1C(=O)C(=O)c2cccc(C)c21	-3.6%	-2.1%	-6.4%	1.3%	-0.6%	0.5%	-12.4%	3.7%	4.1%
COc1cccc(CNc2ccc3c(c2)nc(C)n3C)c1OC	-8.2%	1.0%	/	3.6%	-2.0%	-3.8%	30.5%	0.4%	35.1%	NS5 inhibitors pilot replicate=0.0
O=C(c1ccc(F)cc1)N1CCN(C2CCCCC2)CC1	-9.9%	-0.4%	/	12.3%	1.6%	8.8%	196µM*	0.1%	6.3%
Cc1cc(NC(=O)c2noc3c2CCCC3)nn1Cc1ccc(Cl)cc1	-10.9%	-1.1%	-4.9%	-0.2%	1.4%	-1.3%	11.7%	3.0%	5.5%
CSCC[C@H](NC(=O)OC(C)(C)C)C(=O)NCC1CCC(C(=O)O)CC1 (some centres not stated)	-8.6%	-1.4%	/	7.7%	-6.3%	6.6%	9.3%	5.4%	16.2%
Cc1nc2cc(Cl)ccc2n1CCO	-3.9%	-1.4%	2.4%	0.3%	-5.6%	-1.6%	2.9%	1.6%	2.5%
Cc1nc(C)c(C(=O)OCC(=O)N2CCN(c3ccccc3)CC2)s1	-0.3%	-1.5%	-5.2%	-4.9%	8.1%	2.5%	7.5%	18.0%	-2.1%
CCOC(=O)CN1C(=O)N[C@@H](c2cccc(F)c2)C(C(C)=O)=C1C	/	/	/	/	2.4%	/	-0.6%	12.8µM*	19.4%
COc1ccc(/C=C/CN2CCN(Cc3ccc(F)cc3)C(CCO)C2)cc1 (configuration not stated)	-8.2%	2.4%	-2.4%	-3.6%	-13.4%	3.7%	7.9%	-2.4%	10.1%
COc1cc(C)c(Br)cc1S(=O)(=O)NCc1cccs1	-4.4%	-1.0%	/	4.3%	5.2%	0.1%	10.8%	1.3%	15.9%
CC(C)(C)/C(O)=C/c1nc2cc(Cl)ccc2oc1=O	-4.0%	1.9%	/	-11.9%	-1.5%	13.4%	?	0.1%	?
O=C1CNC(=S)N1CCc1ccc(Cl)cc1	-5.7%	0.6%	/	1.8%	-3.1%	5.5%	-3.9%	0.9%	6.3%
CCCCC(=O)NC(=S)NNC(=O)CC#N	-3.4%	-1.8%	-1.7%	-27.7%	-4.1%	4.5%	6.0%	0.0%	3.6%
O=C(CS(=O)(=O)c1ccc(Cl)cc1)NCCS(=O)(=O)c1ccc(Cl)cc1	-6.6%	0.5%	-6.2%	32.7%	4.9%	5.1%	2.3%	1.1%	-0.6%
CCCCN(C1CCS(=O)(=O)C1)S(=O)(=O)c1ccc(C(C)C)cc1 (configuration not stated)	/	/	/	/	-1.5%	/	-7.8%	-1.9%	13.6%
Cc1c(NC(=O)Nc2ccc(C#N)cc2)c(=O)n(-c2ccccc2)n1C	-7.5%	-0.5%	/	2.2%	-1.4%	-3.5%	8.6%	-0.2%	0.6%
COc1c(Cl)ccc(Cl)c1C(=O)NCc1ccco1	-4.9%	-1.4%	-2.1%	-7.7%	-3.0%	6.2%	-3.9%	1.3%	1.0%
(cont.)
SMILES	LYP phosphatase	HIV fusion peptide	XIAP antagonists	AID2073	NS5 inhibitors	Siah-1 displacement	MgcRacGAP inhibition	RSV CPE inhibition	Large T inhibition	others
O=C(N/N=C/c1cc(Br)ccc1O)c1ccncc1	-4.5%	3.3%	/	6.3%	-30.8%	-6.8%	16.7%	0.2%	36.1%
COc1cc(OC)c(NC(=S)Nc2cccc(C(C)=O)c2)cc1Cl	-4.6%	11.1%	-2.3%	-26.0%	-6.7%	4.3%	18.1%	/	7.6%
NC(=O)c1ccccc1NC(=O)Nc1ccc(F)c(Cl)c1	-4.6%	-1.3%	-3.9%	2.3%	-7.9%	-0.4%	3.5%	-0.3%	4.2%
CCCCn1nc2cc(C(=O)NCc3ccc(C(F)(F)F)cc3C(F)(F)F)ccc2c1OCC	0.1%	5.4%	-2.4%	7.4%	-7.9%	0.4%	-1.9%	0.1%	12.6%
COc1ccc(C)cc1NC(=O)C1CCN(C(=O)c2ccc(C(C)(C)C)cc2)CC1	4.6%	1.6%	/	-1.0%	4.2%	1.8%	10.4%	16.8%	27.4%
CCn1cc(C(=O)OCC(=O)OC2CC(C)CCC2C(C)C)c(=O)c2ccc(C)nc21 (configuration not stated)	11.4%	-2.6%	-5.2%	7.5%	-7.2%	-1.1%	4.1%	18.0%	10.8%
CN1CCN(C(=O)CCN2C(=O)S/C(=C/c3ccc(Cl)cc3)C2=O)CC1	-7.4%	-1.0%	-12.3%	-18.3%	-16.5%	-6.7%	9.5%	-2.6%	23.6%
O=C1c2cccnc2C(Nc2ccc(Cl)cc2)N1Cc1cccs1 (configuration not stated)	-3.3%	0.4%	-16.6%	-20.1%	-1.8%	-1.5%	7.8%	46.8%	13.9%
C/C(=N\O)c1ccn(S(=O)(=O)c2ccc(Cl)cc2)c1	-3.5%	-1.7%	/	1.8%	-8.5%	6.9%	7.5%	1.0%	21.7%
Cc1ccc(NC(=O)[C@H](NC(=O)[C@@H]2Cc3ccccc3CN2)c2ccccc2)c(C)c1	-6.3%	0.6%	/	11.6%	1.8%	0.4%	4.6%	0.3%	7.5%
N#CCN1CCC2(O)CCCCC2C1c1ccc2c(c1)OCO2 (configuration not stated)	-7.5%	-2.0%	/	3.8%	-11.7%	16.1%	-1.1%	/	3.0%
Cc1cc(C=O)c2c(c1)C=CC1(Oc3ccccc3C(=O)N1C)O2 (configuration not stated)	5.7%	21.9%	-5.4%	17.0%	/	-0.4%	/	13.8%	25.9%
Cc1ccc(CNC(=O)C(Cc2ccccc2)NS(=O)(=O)c2cccs2)cc1 (configuration not stated)	-4.0%	2.9%	-0.7%	-0.8%	-0.7%	0.4%	-4.2%	-1.9%	-5.4%
CCOC(=O)Cn1c(-c2ccc(OC)cc2)c(-c2ccc(OC)cc2)nnc1=O	-6.3%	-0.5%	/	4.8%	-3.1%	-2.3%	7.5%	1.1%	6.7%
Cc1sc2ncnc(N3CCC(C(=O)Oc4cccc(Cl)c4Cl)CC3)c2c1C	6.8%	1.0%	-3.5%	-4.2%	-2.3%	-1.1%	3.1%	-1.0%	5.1%
CC(C)(C)C(=O)CN1C2=NCCCN2c2ccccc21	-13.7%	0.0%	/	7.0%	6.9%	-0.6%	16.3%	0.9%	8.0%
Cc1cccc(NC(=O)CSc2nnc(-c3ccccc3C)o2)c1	-2.5%	1.0%	-3.4%	4.6%	-4.7%	-1.1%	6.0%	/	12.2%	NS5 inhibitors pilot replicate=-4.0
CCCCCc1ccc(S(=O)(=O)NCCc2ccncc2)cc1	-3.9%	-2.7%	2.4%	-9.6%	-3.2%	-1.6%	-4.1%	-1.1%	5.7%
CCCCOc1ccc(C(=O)NCC(=O)NCC(=O)OCC)cc1	-8.8%	3.6%	-1.4%	3.4%	2.4%	-5.7%	-9.3%	1.4%	16.8%
Cc1sc(NC(=O)CSc2nnc3scc(-c4ccccc4)n23)c(C#N)c1C	-12.1%	-1.7%	-9.5%	7.6%	-0.8%	24.3%	7.9%	0.2%	-2.5%
CCOC(=O)C1C(c2ccccc2O)NC(=O)NC1(O)C(F)(F)F (configuration not stated)	-7.9%	0.3%	/	-3.3%	-3.3%	10.6%	9.9%	1.0%	1.2%
Cc1ccc(-n2c(SCC(=O)Nc3ccc(C(=O)O)cc3)nnc2-c2ccncc2)cc1	-4.3%	-0.8%	/	4.6%	-11.0%	0.5%	4.0%	-0.6%	13.7%
O=C1NCCCC1C(=O)Nc1ccccn1 (configuration not stated)	-6.6%	0.7%	-3.1%	4.4%	-0.8%	-2.9%	2.6%	0.6%	11.3%
CCOC(=O)C1=C(C)OC2(O)c3ccccc3C(=O)C12O (configuration not stated)	-10.5%	-2.2%	/	-16.2%	/	3.3%	/	-1.9%	15.5%

Molecules above that have four or more nitrogen atoms:
SMILES	LYP phosphatase	HIV fusion peptide	XIAP antagonists	AID2073	NS5 inhibitors	Siah-1 displacement	MgcRacGAP inhibition	RSV CPE inhibition	Large T inhibition	others
CCN(CC)CCn1c2ccccc2c2cnc(N)c(C#N)c21	-13.6%	-1.1%	-12.6%	22.1%	-3.5%	3.1%	4.4%	2.2%	8.2%
O=C(NNC(=O)c1ccccc1[N+](=O)[O-])Nc1ccc(Cl)cc1	-9.3%	60.0%	0.1%	-6.3%	-2.2%	4.5%	11.1%	-0.4%	15.7%
Cc1cc(NC(=O)c2noc3c2CCCC3)nn1Cc1ccc(Cl)cc1	-10.9%	-1.1%	-4.9%	-0.2%	1.4%	-1.3%	11.7%	3.0%	5.5%
CCCCC(=O)NC(=S)NNC(=O)CC#N	-3.4%	-1.8%	-1.7%	-27.7%	-4.1%	4.5%	6.0%	0.0%	3.6%
Cc1c(NC(=O)Nc2ccc(C#N)cc2)c(=O)n(-c2ccccc2)n1C	-7.5%	-0.5%	/	2.2%	-1.4%	-3.5%	8.6%	-0.2%	0.6%
Cc1sc(NC(=O)CSc2nnc3scc(-c4ccccc4)n23)c(C#N)c1C	-12.1%	-1.7%	-9.5%	7.6%	-0.8%	24.3%	7.9%	0.2%	-2.5%
Cc1ccc(-n2c(SCC(=O)Nc3ccc(C(=O)O)cc3)nnc2-c2ccncc2)cc1	-4.3%	-0.8%	/	4.6%	-11.0%	0.5%	4.0%	-0.6%	13.7%

The order is random (roughly 1.7% active in at least one column).
